Screening data: PubChem BioAssay, National Center for Advancing Translational Sciences (NCATS)
p53ts 32C kill – cytotoxicity in p53ts cells at permissive temperature; H1299-p53A138V at 32C, ATP luminescence viability, 24 h; Potency, µM (doses to about 46.1 µM), without a hit: top-dose activity change, negative = cytotoxicity, actives largely listed as cytotoxic; 130,000 compounds, 0.93% hits;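 also: 0% = DMSO and -100% = full killing by reference compound; nearly all actives have a fitted effect of over 55% in size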
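Cells: H1299 p53ts (A138V), 600/well, pre-incubated 16–30 h at 37C. Cpd up to 46 uM, 24 h, 32C. Readout: ATPlite luminescence, 20 min RT. Normalization: DMSO vs tamoxifen 100 uM. AC50 by Hill equation.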
p53ts 39C kill – p53ts cell cytotoxicity, nonpermissive temperature; H1299-p53A138V viability at 39C, ATP luminescence, 24 h; 130,000 compounds, 1.5% hits; Potency, µM (titrated, usually from 46.1 µM), for the others: at the highest dose activity change, negative = cell killing, actives largely listed as cytotoxic; also: nearly all actives have a fitted effect of over 55% in size
IkB sig inh – inhibitors of IkB signaling in ABC-DLBCL cells; ABC-DLBCL IkBa-CBG/CBR dual luciferase ratio, 4 h; response scale: scaled: untreated 0%, proteasome inhibitor 100%; Potency, µM (titrated, usually from 57.1 µM), for the others: at the top dose IkBa stabilization activation; 110,000 compounds, 0.04% hits; AID 445; active = well fitted curve in the direction sought with a large enough effect in the signal ratio, not every such curve was filed as active; the % refers to the signal ratio;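 also: the direction sought is a rising ratio; 0% = basal untreated cells and 100% = reference inhibitor full response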
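Luminescence ratio of IκBα-fused green versus native red beetle luciferase in OCI-Ly3 cells, 4 h post-doxycycline with compound; red signal alone, scaled from basal (0%) to zero light (-100%), flagged nonspecific or cytotoxic effects.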
Imprint erasure – genomic imprint erasure induction; 110,000 compounds, 0.02% hits; Potency, µM (highest dose often 60.7 µM), inactives show at the top dose activity change, positive = activation, hits mostly activators; mouse ES Peg3-LacZ reporter, beta-gal luminescence, 40 h; AID 1948;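 also: 0% = negative control wells on the plate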
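Readout: BetaGlo luminescence (5 min, room temp) for LacZ from the normally silent maternal Peg3 allele in female Peg3LacZ-Neo ES cells. Cells 300/well, 40 h, 37C, 5% CO2. Data normalized per plate to negative controls.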
* = called active by the depositor; nt = not tested or not shown; [ ] = remark or other dose. Unless noted, calls follow the shape of the dose curve; as a rule, active = well fitted curve in the direction sought with a large enough effect; inconclusive = small, poorly fitted or top-dose-only effect, or another doubt; inactive = no such curve, though single readings can be large; an effect the other way counts as inactive or inconclusive. Unless noted, % is scaled to controls: 0 for no effect and ±100 for the full control effect; potency is read from the fitted curve at half-maximal effect. Not all compounds are listed; count on the stated rates, not on these rows.

SMILES | p53ts 32C kill | p53ts 39C kill | IkB sig inh | Imprint erasure
O=C(COc1ccc(Br)cc1)Nc1ccc(Cl)cc1C(=O)c1ccccc1 | 12.8% | 12.8% | 0.3% | -12.7%[10.9 µM]
Clc1ccc(CO/N=C(\Cn2ccnc2)c2ccc(Cl)cc2Cl)c(Cl)c1 | 3.5% | -7.4% | nt | -23.8%
O=C(O)C1CN2CCC1CC2 (stereo not given) | 4.4% | 3.4% | 5.4% | 4.1%
O=P(OCCCl)(OCCCl)OCCCl | -19.9%[1.84 µM] | 1.9% | 0.4% | 26.3%
CCN(CC)CCCOC(=O)C(OC(C)C)(c1ccccc1)c1ccccc1 | -21.5% | -22.3% | nt | nt

Molecules above that have a Cl atom, in the order listed:
SMILES | p53ts 32C kill | p53ts 39C kill | IkB sig inh | Imprint erasure
O=C(COc1ccc(Br)cc1)Nc1ccc(Cl)cc1C(=O)c1ccccc1 | 12.8% | 12.8% | 0.3% | -12.7%[10.9 µM]
Clc1ccc(CO/N=C(\Cn2ccnc2)c2ccc(Cl)cc2Cl)c(Cl)c1 | 3.5% | -7.4% | nt | -23.8%
O=P(OCCCl)(OCCCl)OCCCl | -19.9%[1.84 µM] | 1.9% | 0.4% | 26.3%

Of the compounds above, these have a halogen:
SMILES | p53ts 32C kill | p53ts 39C kill | IkB sig inh | Imprint erasure
O=C(COc1ccc(Br)cc1)Nc1ccc(Cl)cc1C(=O)c1ccccc1 | 12.8% | 12.8% | 0.3% | -12.7%[10.9 µM]
Clc1ccc(CO/N=C(\Cn2ccnc2)c2ccc(Cl)cc2Cl)c(Cl)c1 | 3.5% | -7.4% | nt | -23.8%
O=P(OCCCl)(OCCCl)OCCCl | -19.9%[1.84 µM] | 1.9% | 0.4% | 26.3%
